# HCMV inh: blocks human cytomegalovirus replication. 4.5% of 410,000 active. HFF cells, HCMV-luciferase reporter, 72 h; active compounds read low. activity change, negative = inhibition, % at 57.5 µM; in the data active means activity change below about -60%; inconclusive means no clear call, values can overlap the other calls; inactive means above about -39%
#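 Cell-based, HFFs, 1000 cells/well, 16 h 37C; cpds in DMSO + HCMV-luc, MOI 1 PFU/cell; 72 h 37C; OneGlo luminescence after 5 min RT; norm. to buffer vs Salinomycin 10uM.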
# AmpC inh detg: AmpC beta-lactamase inhibition with detergent present. P00811. AmpC hydrolysis of nitrocefin, absorbance 480 nm, 0.01% Triton. Potency, µM (series often up to 114 µM), without a hit: at the highest dose activity change, negative = inhibition, most hits filed as inhibitors. 0.041% of 370,000 active. AID 485294;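 further: potency means the concentration at half of the fitted maximal effect; 0% = no-compound wells and -100% = no-enzyme wells; nearly all actives have a fitted effect of over 25% in size; some results filed as inactive show a strong effect at the top dose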
# Target sequence (P00811 whole entry, looked up): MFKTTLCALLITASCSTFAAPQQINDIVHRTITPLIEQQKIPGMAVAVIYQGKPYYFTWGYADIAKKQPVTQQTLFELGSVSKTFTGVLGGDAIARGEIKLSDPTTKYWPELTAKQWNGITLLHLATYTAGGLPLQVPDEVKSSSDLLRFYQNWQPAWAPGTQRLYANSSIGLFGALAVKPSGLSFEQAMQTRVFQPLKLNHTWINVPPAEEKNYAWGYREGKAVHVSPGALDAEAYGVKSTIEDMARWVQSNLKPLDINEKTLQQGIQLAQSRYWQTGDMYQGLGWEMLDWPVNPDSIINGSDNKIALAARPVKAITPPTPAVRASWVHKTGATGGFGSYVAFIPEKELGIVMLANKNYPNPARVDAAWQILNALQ
#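 AmpC (5.3 nM in the dispensed reagent) in 20 mM phosphate pH 7.0 with 0.01% (detergent screen) or 0.0001% Triton X-100 was preincubated with compounds for 15 min at room temperature. Nitrocefin was then added from an 800 uM solution, and hydrolysis was followed at 480 nm.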
# AMA1 RON2 block: disrupts binding of P. falciparum AMA1 to RON2 | AlphaScreen AMA1-biotinylated RON2 peptide binding | Potency, µM (top dose mostly 58.2 µM), for the others: at the highest dose activity change, negative = inhibition, actives largely listed as inhibitors | 0.2% of 360,000 active | AID 720542;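 further: potency means the concentration at half of the fitted maximal effect; 0% = vehicle wells and -100% = peptide control; nearly all actives have a fitted effect of over 45% in size; some results filed as inactive show a strong effect at the top dose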
#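 AMA1 (3D7) with his tag at 25 nM final met compounds first, then biotinylated RON2 peptide at 25 nM; detection used donor plus acceptor beads, 10 µg/mL apiece, read by AlphaScreen after 30 min at room temperature.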
# Sm TGR inh: inhibitors of Schistosoma mansoni thioredoxin glutathione reductase; Q962Y6; purified TGR, DTNB reduction, TNB absorbance 405 nm; Potency, µM (highest dose often 114 µM), without a hit: top-dose activity change, negative = inhibition, actives largely listed as inhibitors; 3% of 360,000 active; further: potency means the concentration at half of the fitted maximal effect; nearly all actives have a fitted effect of over 60% in size
#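 First, TGR (20 nM dispensed) and NADPH were mixed with compound. Second, a 15 min room-temperature incubation followed. Third, further NADPH and then DTNB were added to start the reaction. Finally, TNB absorbance was monitored kinetically.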
# FBPA Giardia inh: blocks Giardia fructose-bisphosphate aldolase activity | purified Giardia FBPA | 0.71% of 290,000 active | Potency, µM (top dose mostly 59.6 µM), inactives show at the top dose activity, negative = inhibition, actives largely listed as inhibitors; further: potency means the concentration at half of the fitted maximal effect; nearly all actives have a fitted effect of over 55% in size
# Target sequence (A8B2U2 whole entry, looked up): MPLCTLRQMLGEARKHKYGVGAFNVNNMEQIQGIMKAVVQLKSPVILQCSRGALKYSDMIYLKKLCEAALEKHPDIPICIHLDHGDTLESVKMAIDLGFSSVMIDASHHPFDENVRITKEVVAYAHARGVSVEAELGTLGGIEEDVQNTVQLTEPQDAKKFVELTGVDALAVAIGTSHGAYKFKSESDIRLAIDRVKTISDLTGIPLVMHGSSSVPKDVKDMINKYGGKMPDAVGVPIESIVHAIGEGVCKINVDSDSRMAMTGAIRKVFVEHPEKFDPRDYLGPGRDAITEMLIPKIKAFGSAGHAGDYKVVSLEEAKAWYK
#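 Giardia FBPA (40 nM reagent) was preincubated 10 min at RT with compound (up to 57.5 uM final), then substrate plus GAPDH/TPI/NAD/arsenate coupling system with diaphorase/resazurin was added; resorufin fluorescence (525/598 nm) was read after 20 min.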
# AmpC no deterg: AmpC beta-lactamase inhibition without detergent. P00811. AmpC nitrocefin hydrolysis, absorbance 480 nm, 0.0001% Triton. Potency, µM (top dose mostly 57.1 µM), inactives show at the highest dose activity change, negative = inhibition, most hits filed as inhibitors. 0.52% of 330,000 active. AID 485341;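 further: potency means the concentration at half of the fitted maximal effect; plate controls were no compound for no effect and no enzyme for full effect; nearly all actives have a fitted effect of over 20% in size; some results filed as inactive show a strong effect at the top dose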
#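 AmpC (5.3 nM in the dispensed reagent) in 20 mM phosphate pH 7.0 with 0.01% (detergent screen) or 0.0001% Triton X-100 was preincubated with compounds for 15 min at room temperature. Nitrocefin was then added from an 800 uM solution, and hydrolysis was followed at 480 nm.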
# Starred values were filed as active, the others as inactive; ? = inconclusive; / = not tested or not shown; [ ] = another dose, or the depositor's remark. Unless noted, the call rests on the fitted dose curve; in most records, active means well fitted curve in the direction sought with a large enough effect; inconclusive means small, poorly fitted or top-dose-only effect, or another doubt; inactive means no such curve, though single readings can be large; an effect the other way counts as inactive or inconclusive. Unless noted, on the % scale 0 is the no-effect control and ±100 the full control effect.
1	CCN(CC)C(=O)c1ccc(C(=O)c2c(C)cc(C)cc2C)cc1
2	NC(=O)NC(=O)COC(=O)CN1C(=O)C2CCCCC2C1=O (stereo unspecified)
3	Fc1ccc(CN2CC[C@H]3C=CCc4cccc(c43)C2)cc1
4	Cc1ccc(CCNC(=O)c2nc(CS(=O)(=O)c3ccc(Cl)cc3)no2)cc1
5	O=C(N/N=C/C1CCCCC1)c1cc(Cl)ccc1O
6	Cn1c2c(c(=O)n(C)c1=O)CN(Cc1ccc(F)cc1)CN2

Screen / compound no.,1,2,3,4,5,6
HCMV inh,-35,-11,16,-28,3,-2
Sm TGR inh,2%,0%,-25%,0%,5%,10%
AmpC inh detg,0%,?,3%,2%,-6%,?
AMA1 RON2 block,-8%,-11%,0%,15%,-9%,-6%
FBPA Giardia inh,11%,2%,/,-6%,-26%,6%
AmpC no deterg,96%[activator],-19%,-24%,-27%,-35%,-12%

# Reformatted: entries from further up
no. | compound | HCMV inh | Sm TGR inh | AmpC inh detg | AMA1 RON2 block | FBPA Giardia inh | AmpC no deterg
6 | Cn1c2c(c(=O)n(C)c1=O)CN(Cc1ccc(F)cc1)CN2 | -2 | 10% | ? | -6% | 6% | -12%
4 | Cc1ccc(CCNC(=O)c2nc(CS(=O)(=O)c3ccc(Cl)cc3)no2)cc1 | -28 | 0% | 2% | 15% | -6% | -27%

# The list continues.
7	Fc1ccccc1/C=C1\CCCC2=C1Nc1nnnn1C2c1ccccc1F (stereo unspecified)
8	CCOC(=O)C1CCc2nc3ccccc3c(=O)n21 (stereo unspecified)
9	C=CCN1CN(S(=O)(=O)c2ccc(OC)cc2)c2nc3ccccc3nc21
10	Cc1c(NS(=O)(=O)c2cc(NC(=O)CCN3CCCC(C)C3)ccc2Cl)c(=O)n(-c2ccccc2)n1C (stereo unspecified)
11	CCOc1ccc(CNS(=O)(=O)c2c(C)nc3sccn3c2=O)cc1OC
12	CCc1ccc(NC(=O)CSc2nnc(C3CC3)n2CC2CCCO2)cc1 (stereo unspecified)

Screen / compound no.,7,8,9,10,11,12
HCMV inh,-22,-11,-2,?,-1,-35
Sm TGR inh,6.3µM*,-5%,-25%,4%,-15%,0%
AmpC inh detg,-3%,?,2%,?,?,-7%
AMA1 RON2 block,-5%,-5%,-3%,-15%,3%,12%
FBPA Giardia inh,1%,2%,/,1%,6%,4%
AmpC no deterg,-43%,-5%,2%,4%,-10%,102%[activator]

13	CCOc1cc2[nH]c(=S)n(C3CC3)c(=O)c2cc1OCC
14	CCOC(=O)c1c(C)[nH]c(C)c1S(=O)(=O)N(C)CC(=O)Nc1ccccc1
15	CCOc1ccc(N(C(=O)c2ccccc2F)S(=O)(=O)c2ccc3c(c2)n(C)c(=O)n3C)cc1
16	CCN(CC)CCCN=Cc1c(O)n(Cc2ccc(F)cc2)c(=O)[nH]c1=O
17	CC(NC(=O)c1ccco1)c1cccc2ccccc12 (stereo unspecified)
18	COc1ccc(-c2cc3nc(C)cc(-c4ccc(OC)cc4)n3n2)cc1

Screen / compound no.,13,14,15,16,17,18
HCMV inh,-3,0,4,-9,-6,20
Sm TGR inh,-1%,2%,6%,-7%,-5%,0%
AmpC inh detg,-4%,-5%,-4%,-9%,?,-13%
AMA1 RON2 block,112%[activator],-11%,/,1%,-14%,110%[activator]
FBPA Giardia inh,-8%,-4%,/,5%,1%,3%
AmpC no deterg,-20%,-5%,/,-18%,-24%,42%

19	CCn1ccc(-c2ccccc2)c(C#N)c1=O
20	CC(C1CCN(Cc2nc(C3CC3)no2)CC1)N1CCOCC1 (stereo unspecified)
21	O=C(CSc1nc2ccccc2[nH]1)N/N=C/C=C/c1ccccc1[N+](=O)[O-]
22	Cc1c(C(=O)Nc2ccccc2)sc2ncn(CC(=O)N3CCCCC3)c(=O)c12
23	O=C(COc1ccc(C(F)(F)F)cc1[N+](=O)[O-])Nc1cccc(C(F)(F)F)c1
24	CCSc1nnc(NS(=O)(=O)c2ccc(C)cc2)s1

Screen / compound no.,19,20,21,22,23,24
HCMV inh,?,17,-18,0,4,-9
Sm TGR inh,1%,-2%[57.1 µM],1%,11%,0%,-3%
AmpC inh detg,4%,6%,-9%,-2%,-20%,-7%
AMA1 RON2 block,-3%,7%,-3%,-8%,3%,4%
FBPA Giardia inh,3%,5%,5%,8%,10%,8%
AmpC no deterg,0%,-7%,-59%,51%,-10%,-22%

25	COc1cc(/C=C(\NC(C)=O)C(=O)NC(C)(C)C)ccc1OC(C)=O
26	CSc1ncc(C(=O)NCc2ccccc2F)c(-c2ccccc2)n1
27	S=c1[nH]nc(-c2cc(-c3ccsc3)n[nH]2)n1-c1cccc2ccccc12
28	Cc1ccc(S(=O)(=O)N2CCN(C(=O)COC(=O)CSc3cc(C)ccc3C)CC2)c(C)c1
29	COC(=O)N/N=C/c1cc(C)n(-c2cccc3ccccc23)c1C
30	O=C(O)CCN1C(=O)/C(=C\c2ccc(-c3nc4ccccc4s3)o2)SC1=S

Screen / compound no.,25,26,27,28,29,30
HCMV inh,12,-27,-33,79,-27,/
Sm TGR inh,-5%,2%,-16%,-13%,-12%,50µM*
AmpC inh detg,-14%,11%,?,-6%,-13%,-13%
AMA1 RON2 block,3%,/,14%,-14%[11.6 µM],-3%,-18%
FBPA Giardia inh,3%,/,11%,/,-16%,-25%
AmpC no deterg,-15%,/,-47%,7%,-7%,-22%

31	COc1cc(/C=C/C(=O)O)cc(S(=O)(=O)NNC(=O)c2ccc3c(c2)OCO3)c1OC
32	Cc1c(C(=O)Nc2ccc(F)c(Cl)c2)oc2ccc(S(=O)(=O)N(C)C3CCCCC3)cc12
33	O=C(NCc1ccccc1)C1(C(F)(F)F)C/C(=C/CCO)CCCO1 (stereo unspecified)
34	CCCCNC(=O)CCCN1C(=O)c2cccnc2Sc2ccccc21
35	COc1cc2cc(CCCO)oc(=O)c2cc1OC
36	Nc1nc(Cl)cc(Nc2ccccc2Cl)n1

Screen / compound no.,31,32,33,34,35,36
HCMV inh,17,12,29,-8,18,?
Sm TGR inh,/,16%,/,0%,/,3%
AmpC inh detg,/,7%,/,-8%,/,2%
AMA1 RON2 block,-9%,/,4%,2%,-11%,0%
FBPA Giardia inh,/,/,3%,9%,/,0%
AmpC no deterg,-6%,/,/,8%,-7%,-41%

37	CC(=O)NC1C(=O)N(Cc2ccccc2)c2ccc(Br)cc21 (stereo unspecified)
38	CCc1ccc(OC(=O)/C=C/c2ccco2)cc1
39	O=C1CN(O)C(c2ccccc2)=c2cc(Cl)ccc2=N1
40	O=C(CSc1nc2ccccc2n1Cc1ccccc1Cl)N/N=C/c1ccccc1C(=O)O
41	COc1ccc(-c2nc(N)n(S(=O)(=O)c3ccc(C)cc3)n2)cc1
42	CSCCC(NS(=O)(=O)c1ccccc1F)C(=O)OCc1ccccc1Cl (stereo unspecified)

Screen / compound no.,37,38,39,40,41,42
HCMV inh,0,-3,-4,?,-27,23
Sm TGR inh,-2%,28µM*,0%,4%,1%,-1%
AmpC inh detg,1%,-15%,3%,9%,4%,-3%
AMA1 RON2 block,-16%,-10%,11%,21%,9%,-8%
FBPA Giardia inh,1%,6%,-13%,8%,-9%,0%
AmpC no deterg,15%,-28%,-19%,-36%,-36%,-16%

# Overlap with the part before: two entries, then new ones.
41	COc1ccc(-c2nc(N)n(S(=O)(=O)c3ccc(C)cc3)n2)cc1
42	CSCCC(NS(=O)(=O)c1ccccc1F)C(=O)OCc1ccccc1Cl (stereo unspecified)
43	Cc1ccc([C@H]2C(C(=O)O)=CC[C@@H](c3ccc(Cl)cc3)N2S(=O)(=O)c2ccc(C)cc2)cc1
44	CCOc1cc(/C=N/NC(=O)CSc2nncn2C)ccc1OC(=O)c1ccc(Cl)cc1
45	N#Cc1cccc(C#N)c1Oc1ccc(S(=O)(=O)Nc2ccc(Cl)cc2)cc1
46	CCOc1cccc(OCCOCCN(C)Cc2ccccc2)c1
47	O=C(CN(c1ccccc1Cl)S(=O)(=O)c1ccccc1)NCc1ccccc1
48	O=C(Nc1ccc(Cl)cc1F)c1cc(S(=O)(=O)N2CCCCC2)ccc1F

Screen / compound no.,41,42,43,44,45,46,47,48
HCMV inh,-27,23,1,-10,-23,13,-24,-32
Sm TGR inh,1%,-1%,/,0%,-1%,2%,3%,4%
AmpC inh detg,4%,-3%,/,9%,-10%,5%,3%,-1%
AMA1 RON2 block,9%,-8%,9%,2%,3%,0%,-5%,14%
FBPA Giardia inh,-9%,0%,/,3%,1%,7%,-2%,4%
AmpC no deterg,-36%,-16%,-1%,380%[activator],-46%,26%,-1%,-10%

49	O=C(CSc1nc(=O)n(CCN2CCOCC2)c2c1CCC2)Nc1ccc(Cl)c(Cl)c1
50	CN(Cc1n[nH]c(=S)n1C)S(=O)(=O)c1ccccc1
51	CN(C)/C=C/C(=O)c1cccc(C(F)(F)F)c1
52	CN1CCOc2ccc(S(=O)(=O)NCCc3ccc(Cl)cc3)cc21
53	CCOc1cc(NC(=S)Nc2cccc(OC)c2)c(OCC)cc1NC(=O)c1ccc(C)cc1
54	CCOc1ccc(C(C)=O)cc1CN1C(=O)NC(C)(C2CC2)C1=O (stereo unspecified)

Screen / compound no.,49,50,51,52,53,54
HCMV inh,46,19,-36,34,1,-10
Sm TGR inh,4%,-22%,-6%,0%,22%,-5%
AmpC inh detg,0%,-6%,-8%,-3%,-1%,?
AMA1 RON2 block,/,-4%,-3%,-11%,25%,-1%
FBPA Giardia inh,/,-23%,7%,-4%,-10%,-1%
AmpC no deterg,/,-6%,-20%,-40%,-24%,-7%

55	O=[N+]([O-])c1cccnc1SCc1c(F)cccc1Cl
56	Cc1ccc2c(c1)-n1c(nc3cc(F)ccc3c1=O)C(Cc1ccccc1)NC2=O (stereo unspecified)
57	CCS(=O)(=O)N1CCN(c2ccccc2F)CC1
58	CCOC(=O)c1cc2c(=O)n3ccccc3nc2n(C(C)C)c1=NC(=O)c1cc2ccccc2o1
59	Cc1ccc(N/C(N)=N/c2nc(C(F)(F)F)cc(C(F)(F)F)n2)cc1
60	CCOC(=O)N1CCN(C(=O)C2CCN(Cc3nc(-c4ccccc4C)oc3C)CC2)CC1

Screen / compound no.,55,56,57,58,59,60
HCMV inh,-13,15,-30,9,-32,-2
Sm TGR inh,-6%,-28%,8%,-3%,-7%,2%
AmpC inh detg,-5%,-1%,-13%,5%,-2%,?
AMA1 RON2 block,-1%,/,-1%,/,-2%,6%
FBPA Giardia inh,6%,/,-2%,/,-17%,-3%
AmpC no deterg,-24%,-32%,-3%,/,-13%,123%[activator]

61	COc1ccc(-c2nc(-c3ccncc3)no2)cc1
62	Cc1ccc(N(CC(=O)NC2CCCC2)C(=O)CCC(=O)Nc2nccs2)c(C)c1
63	Cc1ccc(NC(=O)CSc2nnc3ccc(-c4ccncc4)nn23)cc1
64	Cc1ccc(S(=O)(=O)NCC2CCC(C(=O)N3CCN(C)CC3)CC2)cc1 (stereo unspecified)

Screen / compound no.,61,62,63,64
HCMV inh,99,-31,?,0
Sm TGR inh,6%,0%,-10%,-5%
AmpC inh detg,3%,1%,?,-5%
AMA1 RON2 block,-2%,-1%,-12%,3%
FBPA Giardia inh,11%,-4%,/,/
AmpC no deterg,2%,22%,7%,17%

# Screening data (PubChem)
